Source: PubChem
TRPML3 agonist – human TRPML3 channel agonists, primary screen, cell-based, HEK293 TRPML3-YFP, Fluo-8 calcium fluorescence, 3 µM; 100% = the carbachol control signal; Mucolipin-3 (Homo sapiens), Q8TDD5; 0.29% of 220,000 active; activation, % at 3 µM;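 active = activation above its plate's cutoff, the mean activation of the plate's test wells plus 3 SD, cut at about 12% in these data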;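 note: 0% = DMSO only wells and 100% = carbachol wells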
Target sequence (Q8TDD5 whole entry, looked up): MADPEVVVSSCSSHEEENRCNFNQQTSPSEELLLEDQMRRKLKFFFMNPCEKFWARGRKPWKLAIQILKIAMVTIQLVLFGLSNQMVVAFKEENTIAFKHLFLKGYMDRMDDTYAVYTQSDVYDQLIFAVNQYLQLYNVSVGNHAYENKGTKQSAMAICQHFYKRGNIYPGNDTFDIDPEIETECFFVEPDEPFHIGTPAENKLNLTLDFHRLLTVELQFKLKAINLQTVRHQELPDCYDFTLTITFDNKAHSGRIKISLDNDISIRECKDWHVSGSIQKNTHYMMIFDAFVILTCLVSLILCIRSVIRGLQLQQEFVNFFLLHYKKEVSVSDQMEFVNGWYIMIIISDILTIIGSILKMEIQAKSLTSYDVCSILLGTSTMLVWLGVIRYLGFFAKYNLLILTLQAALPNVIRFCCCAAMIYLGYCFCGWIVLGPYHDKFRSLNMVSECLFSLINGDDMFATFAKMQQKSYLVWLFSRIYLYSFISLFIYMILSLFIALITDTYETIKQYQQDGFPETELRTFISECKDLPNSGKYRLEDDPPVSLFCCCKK
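Material: TRPML3-YFP stable HEK293 cells | Dosing: One concentration, 3 µM nominal, 0.3% DMSO | Timing: 125 s total fluorescence read per well | Technique: Fluo-8 calcium dye fluorescence, ex 470-495, em 515-575 nm | Measure: Percent activation from peak-to-basal fluorescence ratio, scaled between DMSO and carbachol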
TRPN1 ag – zebrafish TRPN1 channel agonists, primary screen, cell-based, HEK293, calcium fluorescence | transient receptor potential cation channel N1 (TRPN1/NompC), Danio rerio | HEK293 zebrafish TRPN1-YFP, Fluo-8 calcium fluorescence; 100% = response to 87 µM carbachol | activation, % at 3 µM | 0.18% of 220,000 active | AID 1424, 2008;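 active = activation above its plate's cutoff, the mean activation of test wells on that plate plus 3 SD, cut at about 19% in these data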;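 note: 0% = DMSO alone and 100% = 87 µM carbachol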
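Control set: carbachol 87 µM as high control, DMSO as low control; system: HEK293 stable line with zebrafish TRPN1-YFP; read-out: % activation versus carbachol response; detection: intracellular calcium fluorescence with Fluo-8; doses: single test compound dose, 3 µM nominal, 0.3% DMSO; schedule: dye 1 h 37 °C plus 30 min RT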
EP2 modulator – EP2 receptor modulators, cAMP readout, primary screen, cell-based, HTRF cAMP, PGE2 stimulation; Prostaglandin E2 receptor EP2 subtype (Homo sapiens), P43116; EP2-expressing cells, cAMP HTRF FRET, PGE2 co-stimulation; induction, % at 25 µM; 0.83% of 260,000 active; AID 940, 2007;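 active = compounds whose cAMP rise, as percent of the full-agonist control response, exceeds 60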;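 note: rat C6 glioma line stably carrying human EP2 under a CMV promoter; the protocol text gives 20 µM as final concentration; 100% = response of wells given 1 µM PGE2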
S1P4 agonist – S1P4 receptor agonists, primary screen, cell-based; Sphingosine 1-phosphate receptor 4 (Homo sapiens), O95977; S1P4-expressing cell line, agonist reporter assay; activation, % at 4.98 µM; 0.35% of 220,000 active; AID 1509, 2009; in the data active = activation above about 11%;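 note: 0% = DMSO vehicle and 100% = reference agonist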
S1P4 antag – S1P4 receptor antagonists, primary screen, cell-based. Sphingosine 1-phosphate receptor 4 (Homo sapiens), O95977. S1P4-expressing cells, antagonist mode, reporter read-out. inhibition, % at 4.98 µM. 0.26% of 220,000 active. AID 1510, 2009; in the data active = inhibition above about 29%;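 note: 0% = wells stimulated with agonist and 100% = vehicle wells without agonist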
CHOP inhibitor – inhibitors of CHOP promoter induction, primary screen, cell-based, unfolded protein response, luciferase reporter; 3.8% of 220,000 active; AID 2732, 2010; inhibition, % at 10 µM; CHO-K1 CHOP-promoter luciferase, tunicamycin-induced, 15-18 h;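 active = compounds that reduced the stress-induced luciferase reporter signal by more than about 70% of percent inhibition, limit read from the data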;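 note: 0% = tunicamycin plus vehicle and 100% = wells without tunicamycin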
NPY-Y2 PAM-ag – NPY-Y2 potentiators or agonists, primary screen, cell-based. 0.45% of 220,000 active. AID 1359, 2008. activation, % at 3.6 µM. cells expressing NPY-Y2, potentiator/agonist read-out; in the data active = activation above about 27%;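 note: cells stimulated with NPY near EC25 plus isoproterenol at EC100; 0% = vehicle plus submaximal agonist and 100% = vehicle plus saturating agonist; some results beyond the cut were filed as inactive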
Target sequence (P49146 whole entry, looked up): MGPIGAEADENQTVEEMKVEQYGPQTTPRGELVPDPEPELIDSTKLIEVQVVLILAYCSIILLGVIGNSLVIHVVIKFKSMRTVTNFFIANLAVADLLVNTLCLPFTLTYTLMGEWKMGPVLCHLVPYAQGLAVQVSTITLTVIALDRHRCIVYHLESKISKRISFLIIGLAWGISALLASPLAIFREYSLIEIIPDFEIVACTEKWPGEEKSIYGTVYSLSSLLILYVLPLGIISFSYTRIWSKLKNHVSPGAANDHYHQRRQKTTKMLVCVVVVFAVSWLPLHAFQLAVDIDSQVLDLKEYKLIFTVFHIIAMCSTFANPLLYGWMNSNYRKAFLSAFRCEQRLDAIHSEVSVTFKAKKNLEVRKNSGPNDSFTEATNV
NPY Y1 blocker – NPY-Y1 receptor antagonists, primary screen, cell-based; AID 1040, 2008; 1% of 200,000 active; inhibition, % at 3.6 µM; HEK293-CNG Y1 cells, membrane potential fluorescence; NPY at EC95, then isoproterenol;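 active = inhibition above the campaign mean inhibition of all tested compounds plus 3 SD, cut at about 20% in these data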;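 note: 0% = DMSO wells given NPY plus isoproterenol and 100% = isoproterenol alone without NPY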
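Material: HEK293 Y1/CNG channel cell line; also added: NPY (25 nM), isoproterenol (1 µM), Ro 20-1724 (25 µM); doses: one concentration, 3.6 µM, in 0.4% DMSO; schedule: compound incubation 1 h at room temperature, readout 45 min post-stimulation; technique: membrane potential fluorescence; measure: fluorescence ratio normalized to % inhibition between controls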
NPY-Y1 PAM-ag – NPY-Y1 receptor potentiators or agonists, primary screen, cell-based. Neuropeptide Y receptor type 1 (Homo sapiens), P25929. NPY-Y1 expressing cells, potentiator/agonist activation. activation, % at 3.6 µM. 0.37% of 220,000 active; in the data active = activation above about 33%, passing the limit was not always enough;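 note: cells stimulated with NPY at EC10 then isoproterenol at EC100; 0% = low agonist plus stimulus and 100% = saturating agonist plus stimulus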
Starred values were filed as active, the others as inactive; x = no result given; & = joins results of further samples.

Letter code: A = TRPML3 agonist; B = TRPN1 ag; C = EP2 modulator; D = S1P4 agonist; E = S1P4 antag; F = CHOP inhibitor; G = NPY-Y2 PAM-ag; H = NPY Y1 blocker; I = NPY-Y1 PAM-ag
mol: O=C1CC(c2ccccc2)CC(O)=C1C=Nc1ccc(O)cc1 (stereo not given)
  A: 0.4; B: -0.8; C: -32; D: 2.1; E: -7; F: 1; G: 1; H: -8; I: 3
mol: CC(=O)N1CCN(Cc2ccc(Br)s2)CC1
  A: 0.2; B: 1.9; C: 1; D: -1.0; E: -8; F: -3; G: 5; H: 1; I: 4
mol: CN(CCOC(=O)/C=C/c1ccco1)Cc1ccccc1
  A: 0.5; B: 0.3; C: 8; D: 1.3; E: -13; F: -5; G: 2; H: -3; I: -9
mol: CC1=CC(C)C2(CO)COC(c3ccc(O)cc3)C1C2C (stereo not given)
  A: 0.2; B: 2.9; C: -37; D: 1.1; E: -19; F: 7; G: 0; H: 1; I: 4
mol: O=C(Nc1cccc(Cl)c1)c1ccc2c(c1)SC1=NS(=O)(=O)CCN12
  A: 0.0; B: -0.9; C: -40; D: 0.0; E: -7; F: -7; G: -5; H: 3; I: -15
mol: N#CC1(NC(=O)COc2ccc3oc4ccccc4c3c2)CCCCC1
  A: -0.9; B: -1.1; C: 3; D: 0.1; E: -8; F: 12; G: -3; H: 6; I: -26
mol: CCCn1c(=O)n(C)c(=O)c2c(SCC(=O)NC34CC5CC(CC(C5)C3)C4)nc(CC(C)C)nc21
  A: 0.6; B: -0.3; C: 19; D: 3.0; E: -18; F: 9; G: 1; H: 2; I: -10
mol: O=C(O)c1cc2ncc(-c3[nH]ncc3[N+](=O)[O-])cn2n1
  A: 0.1; B: 1.5; C: 34; D: -1.5; E: -4; F: 14; G: -17; H: -4; I: -5
mol: CCCOC(=O)c1ccc(NC(=O)C2C3C=CC(O3)C2C(=O)O)cc1 (stereo not given)
  A: 0.4; B: -0.5; C: 12; D: 1.7; E: 0; F: 14; G: 2; H: 4; I: 14
mol: CC1NC(=S)N(C2CCCCC2)C1=O (stereo not given)
  A: 0.3; B: 0.7; C: 5; D: 1.8; E: -39; F: 12; G: -3; H: 4; I: 15
mol: CSc1ncccc1C(=O)N1CCCC(C(=O)c2cc(F)ccc2F)C1 (stereo not given)
  A: 1.4; B: -1.2; C: 2; D: -0.1; E: 8; F: 8; G: -14; H: 1; I: -1
mol: CC(C)COc1ccc(C(=O)Nc2ccc([N+](=O)[O-])cc2)cc1
  A: 1.6; B: 1.3; C: -11; D: -0.3; E: -21; F: 61; G: -1; H: -1; I: 6
mol: CN1CCC(NC(=O)Nc2cccc(C(F)(F)F)c2)CC1
  A: 0.2; B: 1.8; C: -29; D: -0.9; E: -20; F: -4; G: 19; H: -2; I: -1
mol: CC(NC(=O)c1cccs1)C(c1cccs1)N1CCOCC1 (stereo not given)
  A: 0.7; B: -0.3; C: 16; D: -2.2; E: -25; F: 14; G: 5; H: -3; I: 5
mol: Cc1nc(SCCOc2ccc(F)cc2)c2ccccc2n1
  A: 1.1; B: 0.2; C: 23; D: -0.5; E: -12; F: 8; G: -4; H: 2; I: -12
mol: CN1CCN(S(=O)(=O)c2ccc3c(c2)NC(=O)C2CCCN32)CC1 (stereo not given)
  A: 0.2; B: -0.7; C: 0; D: -1.0; E: -11; F: 25; G: -15; H: 0; I: -2
mol: Cc1ccc(C(=O)OC2CCCN(C)C2)cc1 (stereo not given)
  A: 0.0; B: 0.1; C: -30&12; D: 0.1; E: -7; F: 8; G: -11; H: -4; I: 8
mol: COc1ccc(OCC(O)CON2C(=O)c3ccccc3C2=O)cc1 (stereo not given)
  A: 0.9; B: -0.4; C: 9; D: 1.7; E: 2; F: 24; G: -19; H: 4; I: 9
mol: COc1ccc(/C=N/N2CCOCC2)cc1Cn1cc([N+](=O)[O-])cn1
  A: 0.1; B: 1.1; C: -4; D: -0.1; E: -2; F: -3; G: -16; H: x; I: 10
mol: CC(=O)Cn1nnc(-c2ccc(C(F)(F)F)cc2)n1
  A: 0.7; B: 0.8; C: -21; D: -0.6; E: 6; F: -17; G: 15; H: x; I: -4
mol: Cc1onc(-c2ccccc2)c1C(=O)c1c[nH]c(C(=O)NCc2ccncc2)c1
  A: 0.5; B: 0.2; C: -26; D: -0.9; E: -6; F: 16; G: 7; H: 1; I: -3
mol: CC(C)CN(CC(C)C)S(=O)(=O)N1CCC(C(=O)NC2CCCCCCC2)CC1
  A: 0.9; B: -0.8; C: 20; D: -0.5; E: -2; F: 41; G: 7; H: -4; I: 15
mol: CN(CCCNC(=O)CSc1cc(=O)n(C)c2ccc(Cl)cc12)Cc1ccccc1
  A: 0.6; B: -1.1; C: -1; D: -0.4; E: 4; F: 29; G: -16; H: 11; I: -8
mol: CCCCOc1ccc(/C=N/NC(=O)C2CCCNC2=O)cc1 (stereo not given)
  A: -0.1; B: 1.1; C: 13; D: -2.1; E: 18; F: 12; G: -25; H: x; I: 6
mol: S=C(NCCCn1ccnc1)Nc1ccc(Cl)cc1Cl
  A: -0.2; B: -2.0; C: -16; D: -3.8; E: 8; F: 6; G: -8; H: 6; I: -21

4 entries from above, as labelled records.
CC(NC(=O)c1cccs1)C(c1cccs1)N1CCOCC1 (stereo not given)
  TRPML3 agonist: 0.7
  TRPN1 ag: -0.3
  EP2 modulator: 16
  S1P4 agonist: -2.2
  S1P4 antag: -25
  CHOP inhibitor: 14
  NPY-Y2 PAM-ag: 5
  NPY Y1 blocker: -3
  NPY-Y1 PAM-ag: 5
CC1=CC(C)C2(CO)COC(c3ccc(O)cc3)C1C2C (stereo not given)
  TRPML3 agonist: 0.2
  TRPN1 ag: 2.9
  EP2 modulator: -37
  S1P4 agonist: 1.1
  S1P4 antag: -19
  CHOP inhibitor: 7
  NPY-Y2 PAM-ag: 0
  NPY Y1 blocker: 1
  NPY-Y1 PAM-ag: 4
COc1ccc(/C=N/N2CCOCC2)cc1Cn1cc([N+](=O)[O-])cn1
  TRPML3 agonist: 0.1
  TRPN1 ag: 1.1
  EP2 modulator: -4
  S1P4 agonist: -0.1
  S1P4 antag: -2
  CHOP inhibitor: -3
  NPY-Y2 PAM-ag: -16
  NPY Y1 blocker: x
  NPY-Y1 PAM-ag: 10
Cc1onc(-c2ccccc2)c1C(=O)c1c[nH]c(C(=O)NCc2ccncc2)c1
  TRPML3 agonist: 0.5
  TRPN1 ag: 0.2
  EP2 modulator: -26
  S1P4 agonist: -0.9
  S1P4 antag: -6
  CHOP inhibitor: 16
  NPY-Y2 PAM-ag: 7
  NPY Y1 blocker: 1
  NPY-Y1 PAM-ag: -3

Further records follow.
Letter code: A = TRPML3 agonist; B = TRPN1 ag; C = EP2 modulator; D = S1P4 agonist; E = S1P4 antag; F = CHOP inhibitor; G = NPY-Y2 PAM-ag; H = NPY Y1 blocker; I = NPY-Y1 PAM-ag
mol: COc1ccc(NS(=O)(=O)c2cc(S(C)(=O)=O)ccc2C)cc1
  A: 0.4; B: 0.8; C: 17; D: -0.1; E: -13; F: 13; G: -1; H: -3; I: -5
mol: O=C(CSc1ccc(Br)c2cccc(Cl)c12)Nc1ccc(S(=O)(=O)Nc2nccs2)cc1
  A: 0.4; B: 1.1; C: 18; D: 3.0; E: -2; F: 9; G: 2; H: 1; I: 11
mol: COC(=O)c1ccc(NC(=O)c2ccccc2N(C)S(=O)(=O)c2ccccc2)cc1
  A: -0.1; B: -1.1; C: 4; D: -2.1; E: 2; F: 21; G: -12; H: 9; I: -13
mol: Cc1cc(C)n(C2CCCCC2OC(=O)CCc2ccccc2)n1 (stereo not given)
  A: -0.8; B: -2.7; C: -7; D: 0.1; E: 7; F: -16; G: -14; H: x; I: -4
mol: COc1ccccc1N1CCN(/N=C/C=C\c2ccccc2[N+](=O)[O-])CC1
  A: -0.1; B: -0.8; C: -29; D: 1.9; E: 7; F: 4; G: 1; H: 13; I: -6
mol: CC(=O)N1CCC[C@H]1C(=O)O
  A: 0.0; B: -0.9; C: -12; D: -1.0; E: -2; F: -1; G: 5; H: 4; I: 1
mol: CCc1cccc(CC)c1NC(=O)CN1CCN(c2ccccc2)CC1
  A: -0.9; B: -1.0; C: -12; D: -0.2; E: 12; F: 9; G: -7; H: -1; I: -13
mol: CN(C(=O)c1ccncc1)c1ccccc1
  A: -0.1; B: 1.9; C: 19&-21; D: -1.3; E: -2; F: -5; G: -26; H: x; I: 17
mol: CC1C(=O)CC(c2ccccc2)NC1c1ccccc1 (stereo not given)
  A: -0.2; B: -1.2; C: -23; D: 2.1; E: -11; F: 2; G: 9; H: 8; I: 24
mol: CCOc1ccccc1N1CCN(C(=O)Nc2ccc(F)c(Cl)c2)CC1
  A: 0.8; B: 0.1; C: -11; D: -0.4; E: -26; F: 43; G: 11; H: 3; I: -17
mol: Nc1ccc(N(CCO)CCO)cc1
  A: 2.1; B: 1.8; C: 21; D: 2.8; E: -5; F: -15; G: -12; H: -2; I: -6
mol: CCS(=O)(=O)N1Cc2ccccc2CC1C(=O)Nc1nc(C)cs1 (stereo not given)
  A: 0.1; B: 1.4; C: -4; D: 2.4; E: -41; F: 6; G: 9; H: 0; I: 17
mol: Cc1ccc(S(=O)(=O)N(C)C)cc1NC(=O)Nc1ccccc1
  A: 0.0; B: 1.5; C: -22; D: 1.2; E: 2; F: 12; G: 2; H: x; I: -5
mol: CCCCCCCNC1=CC(=O)CC(c2ccco2)C1 (stereo not given)
  A: -0.5; B: -1.5; C: -30; D: -0.6; E: -7; F: 10; G: -14; H: 2; I: -12
mol: COc1ccc(-n2nnnc2SCC(=O)Nc2cccc(C)n2)cc1OC
  A: 0.5; B: 0.3; C: -23; D: 0.3; E: -13; F: 15; G: 0; H: 4; I: -1
mol: CCOC(=O)C1(Cc2cccc(OC)c2)CCCN(Cc2cnn(C)c2)C1 (stereo not given)
  A: 0.5; B: 0.7; C: 6; D: 0.7; E: -7; F: 6; G: -25; H: 0; I: 10
mol: O=C(c1ccc2ccccc2c1)N1CCN(c2ccc([N+](=O)[O-])c(N3CCOCC3)c2)CC1
  A: 0.2; B: -0.3; C: -33; D: 0.7; E: 13; F: 32; G: -2; H: 5; I: -38
mol: CCC(C)(NC(=O)c1cccc(N2C(=O)CSC2c2ccccc2)c1)C(=O)Nc1ccccc1C (stereo not given)
  A: -0.2; B: 0.2; C: 2; D: -0.1; E: -14; F: -6; G: -13; H: -1; I: -24
mol: Cc1ccc(Oc2nsnc2N2CCOCC2)cc1
  A: 0.0; B: -0.3; C: 14&-6; D: 0.5; E: 11; F: 23; G: 11; H: 2; I: -6
